mcGAS RapidFire: inhibitors of Mus musculus cyclic GMP-AMP synthase, initial high-throughput assay, cell-free, RapidFire MS. Q8C6L5. recombinant mouse cGAS, cGAMP by RapidFire MS. inhibition, % at 12.5 µM. actives 0.18% (n = 130,000);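 active = inhibition of cGAS enzyme activity at or above 60%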;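 note: enzyme stimulated by 45 bp dsDNA with ATP and GTP substrates; cGAMP share of summed cGAMP plus half ATP and half GTP signals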
Target sequence (Q8C6L5 whole entry, looked up): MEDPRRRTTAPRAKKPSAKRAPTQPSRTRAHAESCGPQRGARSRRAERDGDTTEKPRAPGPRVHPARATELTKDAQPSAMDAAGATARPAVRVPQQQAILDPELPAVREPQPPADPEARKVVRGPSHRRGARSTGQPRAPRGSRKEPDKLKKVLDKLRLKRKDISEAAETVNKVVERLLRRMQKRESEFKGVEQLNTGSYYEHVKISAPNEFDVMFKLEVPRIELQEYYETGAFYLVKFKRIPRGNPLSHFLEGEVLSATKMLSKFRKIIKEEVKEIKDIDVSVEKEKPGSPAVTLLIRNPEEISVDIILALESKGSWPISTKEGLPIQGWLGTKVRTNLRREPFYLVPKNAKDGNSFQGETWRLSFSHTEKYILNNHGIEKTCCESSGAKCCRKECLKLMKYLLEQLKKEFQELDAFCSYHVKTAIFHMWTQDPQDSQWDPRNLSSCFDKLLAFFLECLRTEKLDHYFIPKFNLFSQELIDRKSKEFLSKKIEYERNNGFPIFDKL
Active calls of the source: *; & = joins results of further samples. Not all compounds are listed. The share of hits here may be higher or lower than overall.

no.	molecule	mcGAS RapidFire
1	COc1cc(C=NNC(=O)c2c(C)nc3ccccn23)cc([N+](=O)[O-])c1O	3.2
2	O=C(Nc1ncn(CC(=O)N2CCCCCC2)n1)C1CC2CCC1C2 (configuration not stated)	-11.3
3	Cc1ccc(C(=O)N(Cc2cc(-c3cccs3)on2)C(C)C)cc1	-4.7
4	CNC(=O)COC(=O)COc1ccc(C#N)cc1	-3.3
5	COc1ccc2[nH]c(C(=O)c3ccccc3)cc2c1	-6.8
6	COc1ccc(Nc2nc(Nc3ccc(OC)c(Cl)c3)c3cnn(C)c3n2)c(OC)c1	0.7
7	CNc1ccc(Cl)cc1C(=O)NCCn1c(C)cc(C)nc1=O	-20.9
8	Cc1ccc(S(=O)(=O)N(CCN(C)C)Cc2ccc(C#N)cc2)c(Cl)c1	-3.3
9	CCOC(=O)C(C#N)c1cccc(F)c1 (configuration not stated)	10.2
10	Cc1cccc2sc(N(CCN3CCOCC3)C(=O)c3cccc(S(C)(=O)=O)c3)nc12	-6.2
11	CCCC(C)c1cc(NC(=O)C2CC3CCC2O3)n[nH]1 (configuration not stated)	-3.6
12	CCN(CCn1cccn1)C(=O)c1ccc(=O)[nH]c1	-23.6
13	CCCc1c(C)c(C#N)c2nc3ccccc3n2c1NCCN1CCOCC1	-6.0
14	CN=C(NC)NCc1ccc(OC)cc1	2.1
15	FC(F)(F)c1ccccc1CN1CCCC(Nc2ccc3c(c2)OCO3)C1 (configuration not stated)	-4.7
16	O=C(NC1CCC(O)CC1)c1cccc(OC2CCN(Cc3ccncc3)CC2)c1 (configuration not stated)	-3.5
17	O=C(CCc1cc(=O)[nH]o1)N1CCCC(Nc2cccc(F)c2)C1 (configuration not stated)	-42.4
18	O=C(NC1CCCCC1)c1coc(CN2CCN(CC(O)CN3CCOCC3)CC2)n1 (configuration not stated)	-7.2
19	Cc1c(C)n2c3c(=O)[nH]c(=O)n(C)c3nc2n1CCc1ccccc1	-4.9
20	CCn1c(CCCCc2n[nH]c(=S)n2CC)n[nH]c1=S	1.2

Already shown: an excerpt of the list.
no.	molecule	mcGAS RapidFire
16	O=C(NC1CCC(O)CC1)c1cccc(OC2CCN(Cc3ccncc3)CC2)c1 (configuration not stated)	-3.5
17	O=C(CCc1cc(=O)[nH]o1)N1CCCC(Nc2cccc(F)c2)C1 (configuration not stated)	-42.4
18	O=C(NC1CCCCC1)c1coc(CN2CCN(CC(O)CN3CCOCC3)CC2)n1 (configuration not stated)	-7.2
19	Cc1c(C)n2c3c(=O)[nH]c(=O)n(C)c3nc2n1CCc1ccccc1	-4.9
20	CCn1c(CCCCc2n[nH]c(=S)n2CC)n[nH]c1=S	1.2

(continued)
no.	molecule	mcGAS RapidFire
21	Cc1ncc2c(c1CNC(=O)c1ccccc1C1CCNC1)CCNC2 (configuration not stated)	0.6
22	Cc1cnc(C(=O)Nc2sc3c(c2C(=O)NCC2CCCO2)CCCC3)cn1 (configuration not stated)	-10.8
23	CCCn1c(N)cc(=O)[nH]c1=O	-0.9
24	C=CCN1CCN(c2nc3c(c(=O)[nH]c(=O)n3C)n2Cc2ccccc2C)CC1	-5.5
25	COc1cc(OC)c(OC)cc1CNCc1c(C)cc(C)cc1C	-24.6
26	Fc1cc(-c2cccs2)ccc1CNC1CCN(CC(F)(F)F)C1 (configuration not stated)	-9.6
27	COc1ccc(-c2noc(CSCc3ccc(Cl)cc3)n2)c(OC)c1	3.0
28	NC(=O)c1ccc[n+](C2OC(COP(=O)(O)OP(=O)(O)OCC3OC(n4cnc5c(N)ncnc54)C(O)C3O)C(O)C2O)c1 (configuration not stated)	1.3
29	Cn1cc(-c2ccc3c(c2)COCC(=O)N3CC2CC2)cn1	-5.3
30	O=C(c1cccnc1N1CCC(O)(C(=O)O)CC1)N1CCCCC1	5.8
31	CCCn1c(SCC(=O)N(CCC#N)CCC#N)nc2ccccc2c1=O	5.3
32	O=C(NC(=S)NCc1ccccc1)C1CCCCC1	-8.5
33	Cc1cc(=O)n2c(n1)SCC2CC(=O)NCCCOC(C)C (configuration not stated)	-4.9
34	CNC(=O)C(C#N)C(=O)c1cc(C)c(OC(F)F)c(C)c1 (configuration not stated)	-2.5
35	COc1ccc(OC)c(C(=O)N2CCN(Cc3ncccc3C)CC2)c1	0.6
36	CCc1nnc2n1N(C(C)=O)C(c1ccc(C)cc1)=C(C(C)=O)S2	4.5
37	COC(=O)C1CC2(CCN(CC(=O)N3CCN(c4ccccc4)CC3)CC2)c2ccccc21 (configuration not stated)	0.5
38	Cc1cc(NC(=O)C(=O)N2CCOC3CCCCC32)no1 (configuration not stated)	-1.9
39	CCn1nc(C)c(C(=O)N2C[C@@H]3C4CCC(CC4)[C@@H]3C2)c1C	-15.6
40	O=C(CCC(=O)NN=Cc1ccco1)NN=Cc1ccco1	-3.7

(listing goes on)
no.	molecule	mcGAS RapidFire
41	C=CCn1c(SCC(C#N)CCC#N)nnc1-c1ccc(Br)cc1 (configuration not stated)	2.1
42	CC(C)(C)C1c2[nH]c3ccccc3c2CCN1Cc1cccn1-c1ncccn1 (configuration not stated)	-4.2
43	COCC1CCCCN1C(=O)c1cccc(OC2CCN(S(C)(=O)=O)CC2)c1 (configuration not stated)	3.4
44	O=C(CCN1CCN(CC2CCOC2)CC1)Nc1ccc(Br)cc1F (configuration not stated)	-4.6
45	CCC(O)c1nc2ccccc2n1CCOc1cccc(C)c1C (configuration not stated)	-2.7
46	CCc1ccc(C(C)NS(=O)(=O)CC2CCCCC2)cc1 (configuration not stated)	4.8
47	CCN(CCn1c(=O)oc2ccccc21)CC1CCOCC1	-15.8
48	CCCc1nnc2sc(Cc3cc4c(cc3Cl)OCCO4)nn12	-3.6
49	CCc1nc(CN2CCN(C)C(C(=O)O)C2)c(C)[nH]1 (configuration not stated)	6.1
50	CC(=O)NCCn1cnc(-c2ccccc2)c1-c1coc(-c2ccccc2)n1	-17.5
51	Cc1cc(NC(=O)CN2CCN(c3ccccc3F)CC2)no1	-11.2
52	COC(=O)c1ccc(Cn2c(C)c(C(=O)NCc3ccc(Cl)c(Cl)c3)sc2=O)o1	-2.7
53	CC(=O)C1=C(c2ccccc2)N(C(C)=O)n2c(nnc2-c2ccc(C)cc2)S1	-4.3
54	Cc1cccc(CC(=O)NC2CC(=O)N(CCc3ccccc3)C2)c1 (configuration not stated)	-10.5
55	CCOc1cc([N+](=O)[O-])cc(/C=C2/SC(=S)N(CC(=O)O)C2=O)c1O	42.1
56	COCCn1c(=NC(=O)CCS(=O)(=O)c2ccc(OC)cc2)sc2cc(F)cc(F)c21	-4.6
57	CCn1c(C2CCCN2CCn2cncn2)nc2ccccc21 (configuration not stated)	6.4
58	Cn1nccc1C(=O)N1CCOc2c(O)cc(-c3csc4ccccc34)cc2C1	-10.0
59	CC(C)C(N=C1NS(=O)(=O)c2ccccc21)C(=O)NCCc1ccccc1F (configuration not stated)	18.9
60	CC1=C(C(=O)N2CCC(N3CCC(C(=O)NCC4CCCO4)CC3)CC2)OCCO1 (configuration not stated)	-2.1

Remaining list, next part.
no.	molecule	mcGAS RapidFire
61	CC1ON=C(c2ccccc2F)N(C)C1=O (configuration not stated)	0.9
62	O=C(NCCCCN1CCCC1)c1nc2ccccc2[nH]1	-10.3
63	Cc1nn(-c2nc(C)c(C)c(=O)[nH]2)c(C)c1CCC(=O)N1CCCCC1C (configuration not stated)	-5.1
64	COc1ccc(C(=O)N2CCCC(CCC(=O)NCc3ccccc3Cl)C2)cc1OC (configuration not stated)	-5.4
65	CO[C@H]1CN(C(=O)c2ccc(-c3nnn(C)n3)cc2)CC[C@H]1N	-3.6
66	CC(Oc1ccccc1)C(=O)Nc1ccc(N2CCOCC2)cc1 (configuration not stated)	-7.7
67	Cc1cc(C)c(-c2nccn2CCc2ccccn2)c(-n2cccn2)c1	-18.4
68	O=C(NC1CC1)C1CCCN(C(=O)c2ccc(-c3ccc(F)cc3)o2)C1 (configuration not stated)	-2.5
69	COC(=O)COc1cc(C(=O)NC(C)c2cnn(C)c2C)ccc1OC (configuration not stated)	1.0
70	O=C(NCC(c1ccco1)N1CCc2ccccc21)c1ccc([N+](=O)[O-])cc1Cl (configuration not stated)	-8.8
71	Cc1onc(-c2ccccc2Cl)c1C(=O)NC1CC1	-6.5
72	N=c1sccn1CC(=O)O	46.5
73	CCCN(CC#Cc1ccccc1)C(=O)c1c(Cl)cnn1CC	-7.4
74	Cc1cc(N2C(=O)c3oc4ccccc4c(=O)c3C2c2cccnc2)no1 (configuration not stated)	-13.2
75	CCN=Cc1cc(Br)cc(Br)c1OC(=O)c1ccccc1C(=O)O	-10.7
76	O=C1C(Cc2ccccc2)NC2(CCNCC2)N1Cc1ccc(F)cc1 (configuration not stated)	-4.6
77	COc1ccc(N2CCN(C(=O)C3CC=CCC3C(=O)N3CCC[C@H]3C(=O)OCc3ccccc3)CC2)cc1 (some centres not stated)	-7.1
78	BrC1CC2OC2CC1Br (configuration not stated)	-19.0
79	CCCCCCCC(=O)N=Nc1c(O)[nH]c2ccccc12	2.0
80	Cc1[nH]c(-c2ccccc2)nc1C(=O)N1CCCC2(CC1)CN(C)C(=O)O2 (configuration not stated)	10.5

Random excerpt: five entries already listed, in no set order.
no.	molecule	mcGAS RapidFire
65	CO[C@H]1CN(C(=O)c2ccc(-c3nnn(C)n3)cc2)CC[C@H]1N	-3.6
74	Cc1cc(N2C(=O)c3oc4ccccc4c(=O)c3C2c2cccnc2)no1 (configuration not stated)	-13.2
11	CCCC(C)c1cc(NC(=O)C2CC3CCC2O3)n[nH]1 (configuration not stated)	-3.6
59	CC(C)C(N=C1NS(=O)(=O)c2ccccc21)C(=O)NCCc1ccccc1F (configuration not stated)	18.9
49	CCc1nc(CN2CCN(C)C(C(=O)O)C2)c(C)[nH]1 (configuration not stated)	6.1

(continued)
no.	molecule	mcGAS RapidFire
81	Cc1cc(=O)oc(C)c1C(=O)N1CCC2(CCNCC2)CC1	-13.1
82	Cc1ccc2c(C)c(C(=O)N3CCN4CCCC4C3)oc2c1C (configuration not stated)	-6.9
83	O=C1CC2(CCCC2)CC(=O)N1CCNCC1COc2ccccc2O1 (configuration not stated)	-5.0
84	CCOC(=O)Cn1c(=O)c2c(nc3n(C4CCCCC4)c(C)c(C)n23)n(C)c1=O	-3.5
85	COC(=O)CCC(=O)N1CCCC(N2CCN(c3cccc(C(F)(F)F)c3)CC2)C1 (configuration not stated)	-4.1
86	CCn1ncc(C(=O)N2CC[C@@]3(O)CCCC[C@H]3C2)c1C	-19.6
87	CCOC(=O)C1(CCCc2ccccc2)CCN(C(=O)c2ccc(COC)o2)CC1	-12.1
88	O=C1COc2cc(C(=O)N(Cc3ccccc3)CC3CCC3)ccc2N1	-3.5
89	Nc1ncnc(N2CCCC2)c1[N+](=O)[O-]	0.1
90	CCN(CC(=O)NC(C)(C)C)C(=O)c1oc2ccc(F)cc2c1C	-7.8
91	CC1CCCN(C(=O)CCc2nc(N)nc(Nc3ccccc3)n2)C1 (configuration not stated)	-2.4
92	Nc1c(NCc2ccccc2)ncnc1Oc1ccccc1F	-7.9
93	O=C(COc1ccc(Cl)cc1)N1CCN(Cc2ccc3c(c2)OCO3)CC1	-0.8&1.0
94	CCCC(C)(C)C(=O)N1CCC1(C)C(=O)NS(=O)(=O)c1ccc(Cl)cc1 (configuration not stated)	-7.2
95	CCCc1cc(C(=O)Nc2ccccc2Br)n(C)n1	-35.5
96	Cc1cc(O)c(C(c2ccncc2)N2CCC(C)CC2)c(=O)n1Cc1cccnc1 (configuration not stated)	-9.7
97	CCc1ccccc1C(=O)N1CCC(Cc2cccc(C(=O)O)c2)CC1	-15.6
98	C=CCn1c(SC(C)C(N)=O)nc2sc3c(c2c1=O)CCC(C)C3 (configuration not stated)	-5.5
99	CC(=O)Cn1c(=O)c2c(nc3n(-c4ccccc4)c(C)c(C)n23)n(C)c1=O	0.6
100	COCCn1c(SC2CCCC2)nc(C)c1C	-6.1

Taken from above.
entry 94 in mcGAS RapidFire has -7.2
entry 92 in mcGAS RapidFire has -7.9
entry 97 in mcGAS RapidFire has -15.6
entry 85 in mcGAS RapidFire has -4.1

(listing goes on)
no.	molecule	mcGAS RapidFire
101	Cc1nc2ccccn2c(=O)c1NC(=O)CC1CCCCC1	-18.6
102	COc1ccc(OC)c(S(=O)(=O)N2CCCSc3ccccc32)c1	-5.0
103	Cc1nc(NC(=O)NCc2cc3ccccc3s2)nn1C	-17.9
104	CC(C)CN(Cc1ccsc1)C(=O)c1ccc[nH]1	-12.0
105	COC(=O)C1=C(C)NC2=C(C(=O)CCC2)C1c1ccc(OC(C)=O)c(OC)c1 (configuration not stated)	-2.1
106	Cn1nc(-c2ccccc2)cc1NC(=O)CSc1nnc2ccc(C(F)(F)F)cn12	-10.6
107	CCOC(=O)C1CCCN(c2ncnc3[nH]ncc23)C1 (configuration not stated)	-5.1
108	CC(C)Nc1ncc(CN2CCOC(CCc3ccccc3)C2)cn1 (configuration not stated)	-18.3
109	Cc1cc(CN(C)C(=O)c2ccc3nc(C4CCCCC4)oc3c2)n[nH]1	-5.3
110	CS(=O)(=O)Nc1ccc(S(=O)(=O)N2CCCCCC2)cc1	-6.9
111	CCOc1ncccc1CNS(=O)(=O)NCc1ccccc1	-24.5
112	O=C(Nc1ccc2oc(=O)[nH]c2c1)c1ccccc1OC1CCC1	-14.1
113	c1cncc(OCc2nc(C3CC3)nn2-c2ccc3c(c2)OCCO3)c1	11.2
114	CSc1nc2c(c(=O)n(C)c(=O)n2C)n1CCCc1ccccc1	0.4
115	CC(C)(C)CC(=O)Nc1ccc(Cl)c([N+](=O)[O-])c1	-10.1
116	Cc1cc(C)n(CCNC(=O)Cn2c3c(c4ccccc42)CCC3)n1	-2.5
117	CCCCCn1c(N(C)Cc2ccccc2)nc2c1c(=O)[nH]c(=O)n2C	-2.3
118	C=C(C)COc1cccc(C(=O)NC(C)c2nncn2C)c1 (configuration not stated)	-21.7
119	Cc1cc2nc(C(=O)N3CCCC4(CN(C)C(=O)O4)C3)cc(C)n2n1 (configuration not stated)	-22.3
120	CN(Cc1nc2ccccc2n1C)C1CCCN(C2Cc3ccccc3C2)C1 (configuration not stated)	-6.5
121	CN1CC2(CCCN(Cc3cc(=O)c4cc(Cl)ccc4[nH]3)C2)OC1=O (configuration not stated)	8.6
122	CCCn1ccnc1CN1CCC2(CC1)CCN(C(=O)c1ccccc1)CC2	-4.8
123	CC(C)C1Cc2c(C#N)c(SCc3ccccc3)cc(N3CCOCC3)c2CO1 (configuration not stated)	-4.2

Source: PubChem (Fisher Drug Discovery Resource Center)
